High-throughput results as filed in PubChem BioAssay.
VEEV TC-83 Vero: inhibitors of VEEV TC-83 cytopathic effect, confirmation, Vero cells (AID 588727). Vero cells, VEEV TC-83 cytopathic effect inhibition; higher % means a stronger effect. inhibition, % at 20 µM; hits with a dose series show IC50 in µM. hit rate 0.13% among 350,000; in the data active = a potency from the dose series; inconclusive = inhibition mostly from about 14% at the one dose, without a potency; inactive = the rest, 99 in 100 with inhibition below about 12%; also: strong numbers were not always called active
M. tuberculosis: growth inhibition of non-replicating M. tuberculosis (AID 488890) | Mycobacterium tuberculosis non-replicating, growth inhibition; higher % means a stronger effect | inhibition, % at 25 µM; hits with a dose series show IC50 in µM | hit rate 0.39% among 320,000; in the data active = a potency from the dose series; inconclusive = inhibition mostly from about 82% at the one dose, without a potency; inactive = the rest, 99 in 100 with inhibition below about 76%;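 also: plate controls were DMSO cells for no effect and high antibiotic wells for full effect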
influenza NS1A: H1N1 influenza NS1A inhibitors, functional cell based assay (AID 504329); NS1A functional cell-based assay, percent inhibition; higher % means a stronger effect; one-dose inhibition, % at 12.5 µM; IC50 in µM for titrated hits; hit rate 0.3% among 340,000; in the data active = a potency from the dose series; inconclusive = inhibition above about 27% without an active follow-up result; also: strong numbers were not always called active
M. tuberculosis HTS: M. tuberculosis growth inhibition, HTS (AID 449762). M. tuberculosis H37Rv growth inhibition, 7H9 media; higher % means a stronger effect. one-dose inhibition, % at 25 µM; IC50 in µM for titrated hits. hit rate 0.59% among 330,000; in the data active = a potency from the dose series; inconclusive = inhibition above about 70% without an active follow-up result;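 also: bacterial growth assessed after seven days of incubation; strong numbers were not always called active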
PhoP GFP inhibition: PhoP regulon inhibitors, Salmonella typhi PhoP promoter GFP reporter, confirmatory (AID 1850). hit rate 0.33% among 310,000. one-dose inhibition, % at 50 µM; IC50 in µM for titrated hits. Salmonella Typhi PhoP-promoter GFP reporter, fluorescence, 4 h; higher % means a stronger effect; in the data active = a potency from the dose series; inconclusive = inhibition mostly from about 25% at the one dose, without a potency; inactive = the rest, 99 in 100 with inhibition below about 19%;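 also: 0% = induced wells with vehicle and 100% = uninduced wells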
VEEV TC-83 Vero 10K pilot screen: further read-out of VEEV TC-83 Vero, marked with its call; inhibition, %; measured here: 10K pilot screen inhibition
* marks the source's active call; other numbers are inactive results; i = inactive; ? = inconclusive; · = no result given.

Preview (two entries):
SMILES	VEEV TC-83 Vero	M. tuberculosis	influenza NS1A	M. tuberculosis HTS	PhoP GFP inhibition	others
CC(=O)c1cccc(S(=O)(=O)N2CCC(C(=O)N(C)Cc3ccc(Cl)s3)CC2)c1	8.8%	11%	-4%	-4%	·
CC(C)(C)C1CCC(=O)N(CCOc2ccccc2)CC1 (stereo unspecified)	1.8%	46%	-5%	7%	-2%

The whole of this part, repeating the preview:
SMILES	VEEV TC-83 Vero	M. tuberculosis	influenza NS1A	M. tuberculosis HTS	PhoP GFP inhibition	others
CC(=O)c1cccc(S(=O)(=O)N2CCC(C(=O)N(C)Cc3ccc(Cl)s3)CC2)c1	8.8%	11%	-4%	-4%	·
CC(C)(C)C1CCC(=O)N(CCOc2ccccc2)CC1 (stereo unspecified)	1.8%	46%	-5%	7%	-2%
COc1ccc2c(=O)c3c(=O)n(Cc4ccco4)c(-c4ccccc4)nc3oc2c1	0.1%	22%	4%	6%	11%
CC(=O)NCCCNS(=O)(=O)c1ccc(C)cc1	2.8%	5%	-1%	3%	5%
O=C(CSc1nnc(-c2ccccc2F)n1C1CCCCC1)N1CCCC1	0.6%	11%	2%	-6%	-5%
O=C(COC(=O)/C=C/c1ccccc1F)Nc1nnc(-c2ccccc2)o1	1.6%	?	-11%	?	6%
COc1c(O)cccc1-c1nnn(CCC(=O)OCC(=O)c2ccccc2)n1	i	71%	-2%	33%	15%
O=C(COc1ccc(S(=O)(=O)N2CCOCC2)cc1Cl)NC1CCCCC1	3.1%	-3%	11%	2%	-7%
COc1cccc(NC(=O)[C@@H](NC(=O)N2C[C@H]3C[C@@H](C2)c2cccc(=O)n2C3)C(C)C)c1	0.5%	16%	-1%	0%	15%
CCCCn1c(=O)[nH]c(=O)c2c1nc(-c1ccc(C#N)cc1)n2C1CCCC1	0.7%	40%	2%	3%	-1%
CCSc1nc(-c2ccc(OC)cc2)cc(-c2ccccc2)c1C#N	3.5%	13%	4%	20%	3%
O=C(c1cccc(S(=O)(=O)N2CCCC2)c1)N(Cc1ccco1)C1CCS(=O)(=O)C1 (stereo unspecified)	1.4%	-11%	-2%	4%	-9%
O=C(Cc1ccsc1)Nc1ccc(S(=O)(=O)C(F)F)cc1	0.8%	9%	15%	8%	12%
Cn1cnc2c(SCc3ccccc3)ncnc21	i	·	-18%	·	·
COc1ccc(NC(=O)C(c2ccc(C)cc2)N(C)C(=O)c2ccc(=O)[nH]c2)cc1 (stereo unspecified)	1.4%	-2%	-10%	5%	-4%
O=C(CSc1ccc2c(c1)OCCO2)Nc1ccc(Br)cc1	0.8%	?	-4%	?	-9%
CCC1(c2ccccc2)C(=O)N(COC)C(=O)N(COC)C1=O	0.2%	-1%	-2%	0%	-10%
Cc1ccc2nc(N(CCN(C)C)C(=O)c3ccc4ccccc4c3)sc2c1	i	-5%	1%	4%	-5%
O=S(=O)(Nc1nc2ccccc2nc1NCC1CCCO1)c1cc(Cl)ccc1Cl (stereo unspecified)	0.4%	38%	-1%	-3%	0%
C/C(=N\NC(=O)c1ccc(COc2ccccc2)cc1)c1ccncc1	1.8%	12%	-11%	13%	-1%
Cc1ccccc1NC(=O)/C(C#N)=C\c1cc(C)n(-c2ccc(C(=O)O)cc2)c1C	6.8%	39%	-6%	16%	5%
Oc1ccc(-c2csc(Nc3ccccn3)n2)c(O)c1	5.9%	11%	1%	14%	-10%
CCC(COC(=O)Nc1cccc(C)c1)NC(=O)OCC(C)C (stereo unspecified)	i	-5%	-5%	-2%	7%
Cc1ccc(C(=O)Nc2cnc3sc(C)nn3c2=O)cc1	1.3%	1%	-5%	-9%	2%
CCOC(=O)COc1cc(-n2c(=S)[nH]c3cc(OC)c(OC)cc3c2=O)c(Cl)cc1Cl	0.6%	3%	10%	12%	1%
CC(CCc1ccccc1)NC(=O)COC(=O)C12CC3CC(CC(Br)(C3)C1)C2 (stereo unspecified)	i	32%	-4%	7%	-5%
Cc1ccc(S(=O)(=O)c2nc(NCc3ccc4c(c3)OCO4)sc2Cl)cc1	i	7%	7%	2%	-11%
COc1cccc(/C=C/C(=O)NCC2CCCCC2)c1	3.5%	38%	-3%	-10%	-1%
Cc1cc([N+](=O)[O-])ccc1NCc1cccc([N+](=O)[O-])c1	0.5%	2%	3%	3%	0%
O=S(=O)(Nc1ccc(S(=O)(=O)N2CCCC2)cc1)c1ccc(F)cc1	1.7%	-4%	-10%	-13%	7%
CCOC(=O)N/N=C\c1ccc(OC/C=C/c2ccccc2)cc1	0.2%	-7%	22%	8%	-4%
CC(C)Nc1ccc(C(CC(N)=O)NC(=O)Cc2ccc(Br)cc2)cc1[N+](=O)[O-] (stereo unspecified)	2.8%	10%	-3%	1%	5%
O=C(Cc1cccs1)Nc1nc2ccccc2s1	8.5%	11%	-7%	4%	3%
Clc1ccc(-c2nc(-c3ccncc3)no2)c(Cl)c1	i	-12%	6%	0%	0%
Cc1cc(C)c(C(N)=O)c(NC(=O)Nc2ccccc2Cl)n1	1.6%	-3%	-10%	2%	-7%
COc1ccc(OC)c(C(=O)c2ccc(C(=O)Nc3ccc4ccccc4c3)cc2)c1	2.8%	-2%	-5%	3%	-7%

14 entries from above, ordered by number of heavy atoms, largest number first:
SMILES	VEEV TC-83 Vero	M. tuberculosis	influenza NS1A	M. tuberculosis HTS	PhoP GFP inhibition	others
COc1ccc(OC)c(C(=O)c2ccc(C(=O)Nc3ccc4ccccc4c3)cc2)c1	2.8%	-2%	-5%	3%	-7%
Cc1ccccc1NC(=O)/C(C#N)=C\c1cc(C)n(-c2ccc(C(=O)O)cc2)c1C	6.8%	39%	-6%	16%	5%
CC(C)Nc1ccc(C(CC(N)=O)NC(=O)Cc2ccc(Br)cc2)cc1[N+](=O)[O-] (stereo unspecified)	2.8%	10%	-3%	1%	5%
CC(CCc1ccccc1)NC(=O)COC(=O)C12CC3CC(CC(Br)(C3)C1)C2 (stereo unspecified)	i	32%	-4%	7%	-5%
Cc1ccc(S(=O)(=O)c2nc(NCc3ccc4c(c3)OCO4)sc2Cl)cc1	i	7%	7%	2%	-11%
C/C(=N\NC(=O)c1ccc(COc2ccccc2)cc1)c1ccncc1	1.8%	12%	-11%	13%	-1%
O=S(=O)(Nc1ccc(S(=O)(=O)N2CCCC2)cc1)c1ccc(F)cc1	1.7%	-4%	-10%	-13%	7%
CCOC(=O)N/N=C\c1ccc(OC/C=C/c2ccccc2)cc1	0.2%	-7%	22%	8%	-4%
CCC(COC(=O)Nc1cccc(C)c1)NC(=O)OCC(C)C (stereo unspecified)	i	-5%	-5%	-2%	7%
Cc1cc(C)c(C(N)=O)c(NC(=O)Nc2ccccc2Cl)n1	1.6%	-3%	-10%	2%	-7%
Cc1ccc(C(=O)Nc2cnc3sc(C)nn3c2=O)cc1	1.3%	1%	-5%	-9%	2%
COc1cccc(/C=C/C(=O)NCC2CCCCC2)c1	3.5%	38%	-3%	-10%	-1%
Clc1ccc(-c2nc(-c3ccncc3)no2)c(Cl)c1	i	-12%	6%	0%	0%
O=C(Cc1cccs1)Nc1nc2ccccc2s1	8.5%	11%	-7%	4%	3%

The list continues.
SMILES	VEEV TC-83 Vero	M. tuberculosis	influenza NS1A	M. tuberculosis HTS	PhoP GFP inhibition	others
COc1ccc(F)cc1S(=O)(=O)NCc1cc(=O)n(C)c(=O)n1C	i	7%	0%	-7%	0%
CC(C)[C@H](NC(=O)c1ccc(Cl)cc1Cl)C(=O)NNC(=O)c1ccco1	i	-5%	6%	1%	·
Cc1cc(NC(=O)CN2C(=O)NC3(CCCCCC3)C2=O)ccc1Br	7.5%	-1%	-7%	-14%	·
CCCCn1c(N)c(N(CCC(C)C)C(=O)c2cccc(S(=O)(=O)N3CCN(C)CC3)c2)c(=O)[nH]c1=O	0.1%	-17%	-1%	-6%	-2%
COc1ccc(N(CC(=O)Nc2ccc(OC)cc2OC)S(=O)(=O)c2ccccc2)cc1	6.8%	31%	1%	1%	-18%
CC(=O)OCC1(C)CN(c2ccccc2)N(C(=O)c2ccc(C(C)(C)C)cc2)C1=O (stereo unspecified)	i	·	6%	·	·
Oc1cccc(NC(=S)N=Nc2c(O)[nH]c3ccccc23)c1	4.6%	-18%	19%	-1%	-8%
CC(=O)Nc1ccc(S(=O)(=O)NCCc2ccccc2)cc1	1.0%	1%	3%	0%	-4%
CCC(C)CCCCCCCCCCC(=O)O (stereo unspecified)	i	77%	-1%	3%	11%
CN(C)c1nc(NCc2ccccc2)nc(SCC(=O)Nc2ccccc2)n1	0.9%	-7%	-14%	9%	0%
O=C(COC(=O)c1ccc(Br)o1)Nc1ccc2[nH]c(=O)[nH]c2c1	0.1%	-3%	-6%	-14%	·
CC(C)CNC(=S)NC1CCCC1	i	38%	-4%	-12%	-2%
O=C(CSc1nc(-c2ccccc2)c(-c2ccccc2)[nH]1)Nc1nccs1	i	-1%	6%	-3%	-6%
CC1CCN(S(=O)(=O)c2ccc3c(c2)N(CC(=O)NCCCN2CCCCC2)C(=O)CS3)CC1	i	7%	5%	3%	-5%
Cc1cc(N2CCN(C(=O)OC(C)(C)C)CC2)n2ncnc2n1	1.8%	-18%	-1%	-5%	7%
CCOc1ccc(C(=O)C2CCN(CC(=O)Nc3nccs3)CC2)cc1	i	?	-40%	67%	13%
COc1ccc(CNC(=O)c2cncc(Br)c2)cc1	0.1%	61%	-2%	5%	2%
CC(NC(=O)NC1CCCCC1)c1ccc2c(c1)OCO2 (stereo unspecified)	0.1%	4%	5%	-4%	-7%
O=S(O)OC1CS(=O)(=O)CC1c1ccccc1 (stereo unspecified)	3.6%	1%	-5%	-6%	-6%
Cc1ccc(S(=O)(=O)NC(=O)Nc2ccc(F)c(F)c2)cc1	1.2%	-10%	-5%	7%	-24%
CCOC(=O)CC1NC(=O)c2ccccc21 (stereo unspecified)	1.0%	3%	4%	6%	-2%
CC(=O)N1CN(CCCn2ccnc2)Cc2c1sc1c2CCCC1	0.0%	11%	3%	-4%	2%
O=C(NCc1cccs1)c1cc(C2CC2)on1	8.4%	74%	-2%	4%	-3%
Nc1cccc(S(=O)(=O)c2ccc(N)c(N)c2)c1	0.0%	7%	-1%	-1%	-10%	VEEV TC-83 Vero 10K pilot screen=1.2
CC(C)N(C)Cc1nnnn1CC(=O)NCc1cc(F)cc(C(F)(F)F)c1	0.8%	-3%	-2%	2%	3%
CN(C)CCCNC(=O)c1ccc(Oc2ccccc2)cc1	i	3%	2%	6%	16%	VEEV TC-83 Vero 10K pilot screen=0.8
COc1ccccc1NC(=S)N(Cc1ccc(C(=O)O)cc1)Cc1ccc(OC)c(OC)c1	0.8%	-9%	9%	1%	-2%
CC1=C(C#N)C(NC(=O)c2ccc(Cl)cc2)(C(F)(F)F)C(=O)N1 (stereo unspecified)	0.1%	-8%	26%	-1%	-6%
CCC(=O)c1ccc(N2CCOCC2)c(F)c1	0.7%	-4%	5%	-6%	-1%	VEEV TC-83 Vero 10K pilot screen=0.7
Cc1cc(C)n2nc(C(=O)NCc3ccccc3)cc2n1	4.5%	·	20%	·	-2%
C=C(C)c1cccc(C(C)(C)NC(=O)Nc2nnc(C(C)C)s2)c1	1.3%	26%	-12%	-1%	-5%
O=C(c1ccc(F)cc1)N1CCN=C1c1ccccc1	0.4%	-3%	0%	-1%	-9%
CSc1nnc(C(C)(C)C)c(=O)n1/N=C/c1ccc(C(C)C)cc1	i	5%	-1%	2%	2%
O=C(COc1ccc([N+](=O)[O-])cc1)Nc1ccc(C(=O)NCc2cccnc2)cc1	1.4%	16%	-3%	-4%	5%
CCOc1cccc(/C=C(/C#N)c2nc3ccccc3[nH]2)c1OCC(=O)O	1.8%	3%	-22%	-2%	-1%
COC(=O)[C@@H](NC(=O)c1ccc(OC2CCN(Cc3ccccn3)CC2)cc1)C(C)C	0.2%	35%	2%	-1%	-4%	VEEV TC-83 Vero 10K pilot screen=0.5
CCOc1ccc(/C=C2/SC(=S)N(n3c(C)ccc3C)C2=O)cc1	3.4%	22%	1%	3%	6%
COc1ccccc1-n1ccnc(SCC(=O)NC2CCCCC2)c1=O	9.4%	24%	-7%	0%	9%
CCCOc1ccc(Cc2c(Cl)nc(SC)nc2OC)cc1	0.2%	-3%	1%	9%	-1%
CC/C(=N\NC(=O)c1c[nH]c2ccccc12)c1cccs1	2.3%	32%	0%	0%	-1%
CN(C)c1cccc(NC(=O)Cc2ccc(F)cc2)c1	i	20%	-3%	6%	1%
Fc1ccc(NC(=S)N2CCSC2c2cccs2)cc1 (stereo unspecified)	3.8%	2%	1%	-2%	4%
Nc1nc2c(c3c1c(=O)oc1ccccc13)CCCCC2	0.8%	-11%	-10%	-1%	-1%	VEEV TC-83 Vero 10K pilot screen=0.9
CCOC(=O)/C(C)=N/NC(=O)c1ccc([N+](=O)[O-])cc1	0.9%	46%	-3%	-10%	-1%
